TDP1 cell noCPT = qHTS for Inhibitors of human tyrosyl-DNA phosphodiesterase 1 (TDP1): qHTS in cells in absence of CPT; DT40 Tdp1-/- hTDP1 cells, no CPT, ATP luminescence, 48 h; Potency, µM (highest dose often 46.2 µM), for the others: at the top dose activity change, negative = growth inhibition, usual class: inhibitors; 420,000 compounds, 15% hits; AID 686978, 2013; also: nearly all actives have a fitted effect of over 55% in size
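Luminescent ATP content (CellTiter-Glo) served as the growth readout. Knockout chicken DT40 cells expressing human TDP1 were exposed to compounds without camptothecin for a minimum 48 hr at 37 °C.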
TDP1 block = blocks human tyrosyl-DNA phosphodiesterase 1 | recombinant TDP1, AlphaScreen DNA substrate cleavage | Q9NUW8 | 350,000 compounds, 0.28% hits | Potency, µM (top dose mostly 130 µM), for inactives: at the highest dose activity change, negative = inhibition, actives largely listed as inhibitors; also: nearly all actives have a fitted effect of over 40% in size
Target sequence (Q9NUW8 whole entry, looked up): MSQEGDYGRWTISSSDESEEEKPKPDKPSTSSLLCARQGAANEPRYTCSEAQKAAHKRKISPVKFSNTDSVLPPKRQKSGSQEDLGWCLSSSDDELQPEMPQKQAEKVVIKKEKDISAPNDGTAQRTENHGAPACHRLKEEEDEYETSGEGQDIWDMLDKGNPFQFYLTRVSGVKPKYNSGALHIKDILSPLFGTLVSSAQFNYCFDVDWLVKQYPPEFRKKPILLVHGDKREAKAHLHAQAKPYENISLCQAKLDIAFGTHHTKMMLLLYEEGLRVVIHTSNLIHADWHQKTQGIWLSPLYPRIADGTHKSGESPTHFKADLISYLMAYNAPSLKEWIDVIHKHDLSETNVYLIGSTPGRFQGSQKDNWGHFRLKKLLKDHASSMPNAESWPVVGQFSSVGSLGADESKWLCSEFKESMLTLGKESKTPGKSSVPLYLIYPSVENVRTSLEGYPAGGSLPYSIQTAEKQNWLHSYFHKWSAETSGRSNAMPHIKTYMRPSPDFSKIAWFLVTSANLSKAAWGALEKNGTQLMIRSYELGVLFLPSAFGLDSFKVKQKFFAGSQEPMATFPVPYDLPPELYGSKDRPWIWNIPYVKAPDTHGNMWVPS
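AlphaScreen read-out: signal falls as enzyme removes the 3' tyrosine-FITC from a 5'-biotinylated DNA oligo (15 nM, 5 min, RT). Enzyme was E. coli-made recombinant Tdp1 at 1 nM, exposed to compound for 15 min beforehand; beads 10 ug/ml, 10 min.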
N370S GC mod = inhibits or activates N370S mutant glucocerebrosidase; P04062; N370S GC spleen homogenate, 4MU-glucoside fluorescence; Potency, µM (top dose mostly 59.4 µM), for inactives: at the top dose activity change, negative = inhibition, usual class: inhibitors; 330,000 compounds, 0.092% hits;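 also: 0% = full enzyme activity and -100% = no enzyme basal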
An asterisk follows results filed as active; ? = inconclusive; . = not tested or not shown; [ ] = remark or other dose. Calls follow the shape of the dose curve; as a rule, active = well fitted curve in the direction sought with a large enough effect; inconclusive = small, poorly fitted or top-dose-only effect, or another doubt; inactive = no such curve, though single readings can be large; an effect the other way counts as inactive or inconclusive. Unless noted, % is scaled to controls: 0 for no effect and ±100 for the full control effect; potency is read from the fitted curve at half-maximal effect. Only part of the results is shown; the hit share may differ from the screen's.

A first look, 2 compounds:
SMILES	TDP1 cell noCPT	TDP1 block	N370S GC mod
Cc1c(Cl)cccc1NC(=O)CSc1ncnc2c1sc1ccccc12	-2%	-5%	.
O=C(CSc1cnc2ccccc2n1)c1ccc(F)cc1	8%	7%	0%

The whole of this part, previewed entries included:
SMILES	TDP1 cell noCPT	TDP1 block	N370S GC mod
Cc1c(Cl)cccc1NC(=O)CSc1ncnc2c1sc1ccccc12	-2%	-5%	.
O=C(CSc1cnc2ccccc2n1)c1ccc(F)cc1	8%	7%	0%
CCCOc1ccc(NC(=O)CC2C(=O)N(C)C(=S)N2Cc2cccs2)cc1 (stereo not drawn)	?	4%	4%
O=C1CC(NS(=O)(=O)c2cccs2)CN1c1ccccc1 (stereo not drawn)	1%	.	-3%
CC(C)(C)Cn1nc(-c2ccc(Cl)cc2)c2c(N)ncnc21	?	?	-11%
COc1ccc(C(c2c(O)cc(C)oc2=O)c2c(O)cc(C)oc2=O)cc1	-16%	0%	0%
CCOC(=O)c1nc[nH]c1C	0%	3%	6%
COc1ccc([C@@H]2[C@@H]3C(=O)N(C(C)(C)C)C(=O)[C@@H]3[C@]3(Cc4ccccc4)C(=O)N(c4ccc(OC)cc4)C(=O)N23)cc1	-13%	1%	-3%
C=CCn1c(=O)c2ccccc2n2c(SCC(=O)c3ccccc3)nnc12	?	1%	9%
COc1ccc(CCn2c(=N)c(C(=O)NC3CCCCC3)cc3c(=O)n4ccccc4nc32)cc1	4.1µM*	3%	3%

Laid out differently: 4 of the compounds above.
O=C1CC(NS(=O)(=O)c2cccs2)CN1c1ccccc1 (stereo not drawn)
  TDP1 cell noCPT: 1%	TDP1 block: .	N370S GC mod: -3%
CC(C)(C)Cn1nc(-c2ccc(Cl)cc2)c2c(N)ncnc21
  TDP1 cell noCPT: ?	TDP1 block: ?	N370S GC mod: -11%
COc1ccc(C(c2c(O)cc(C)oc2=O)c2c(O)cc(C)oc2=O)cc1
  TDP1 cell noCPT: -16%	TDP1 block: 0%	N370S GC mod: 0%
CCOC(=O)c1nc[nH]c1C
  TDP1 cell noCPT: 0%	TDP1 block: 3%	N370S GC mod: 6%

The listing continues.
SMILES	TDP1 cell noCPT	TDP1 block	N370S GC mod
S=C(NCc1ccco1)NC1CCCc2ccccc21 (stereo not drawn)	?	5%	3%
Cc1ccnc(NS(=O)(=O)c2ccc(NC(=O)Cc3ccc(Br)cc3)cc2)n1	9%	.	-2%
CCCC(c1nnnn1Cc1ccc(OC)cc1)N1CCN(c2ccccc2)CC1 (stereo not drawn)	23µM*	7%	7%
CC(=O)Nc1ccc(S(=O)(=O)N2CCN(c3cc(C)nc4ncnn34)CC2)cc1	7%	3%	-22%
CC(C)[C@@H](CC(=O)N[C@@H]1CCNC[C@H]1C(=O)N[C@H](CC(=O)N[C@@H](CCC(=O)O)CC(=O)O)Cc1c[nH]c2ccccc12)NC(=O)C[C@H](Cc1ccccc1)NC(=O)[C@@H]1CCCC[C@H]1N	.	4%	-10%
COC(=O)CCC(=O)NC(=S)Nc1ccc(S(=O)(=O)Nc2cc(OC)nc(OC)n2)cc1	-21%	-5%	-8%
CC(=O)NC(C)c1ccc(Cl)c(Cl)c1 (stereo not drawn)	-13%	6%	-2%
COc1ccc(N(C(=O)COc2ccccc2)C2C=CS(=O)(=O)C2)cc1 (stereo not drawn)	-13%	-7%	6%
COc1ccc(N=c2oc3cc(O)ccc3cc2C(=O)Nc2ccccn2)cc1OC	2.1µM*	0%	-1%
Cc1ccc(C2=N/C(=C\N3CCCCC3)C(=O)O2)cc1	-28%	2%	?
O=C1CCC(C(=O)OCC(=O)Nc2ccc(Cl)cc2C(F)(F)F)=NN1	-3%	-2%	.
CCc1ccc(S(=O)(=O)Nc2ccc(-c3ccc4nncn4n3)cc2)s1	?	0%	-3%
Cc1ccc(NC(=O)c2ccc(-n3nncc3-c3ccccc3)cc2)cc1	16µM*	1%	.
CCOc1cc(/C=N/NC(=O)OC)ccc1OCCSc1ccc(Cl)cc1	-27%	-3%	-17%
Cc1ccc(C)c(NS(=O)(=O)c2cc3c(cc2Cl)NC(=O)CO3)c1	?	5%	.
CCC(=O)N1CCC(NC(=O)Nc2ccc(OC(F)(F)F)cc2)CC1	-23%	0%	.
COC(=O)c1sc2cc(C(F)(F)F)cnc2c1-c1ccccn1	-16%	.	2%
COc1cc(C(c2c(C)[nH][nH]c2=O)c2c(C)[nH][nH]c2=O)cc([N+](=O)[O-])c1O	?	-1%	-1%
O=S(=O)(Nc1nccs1)c1ccc(NS(=O)(=O)c2c(F)cc(F)c(Cl)c2F)cc1	9%	0%	.
C=CCNCC(=O)Nc1ccccc1SCC(=O)Nc1ccsc1C(=O)OC	-17%	11%	4%
CCc1ccc(CN2C(=O)c3ccccc3C2C(=O)NC2CCCCCC2)cc1 (stereo not drawn)	-25%	4%	.
Cc1ccc(NC(=O)CSc2ccc(-c3ccc(-n4cccn4)cc3)nn2)c(C)c1	-23%	-6%	-2%
COc1ccc(N2C3=[N+](CCCC3)CC2(C)O)cc1 (stereo not drawn)	3.7µM*	6%	4%
COCCNc1ncnc2c1cnn2-c1cc(Cl)ccc1C	?	10%	.
CCn1c(SCC(=O)N2CCCCC2)nnc1-c1ccc(S(=O)(=O)N2CCN(C)CC2)cc1	-16%	7%	-10%
O=C(CSc1nc2c([nH]c3ccccc32)c(=O)n1-c1ccccc1)Nc1ccccc1F	?	3%	.
Cc1ccc(-c2c(C#N)c(N)n(-c3ccccc3)c(=O)c2C#N)cc1	-1%	3%	0%
CC1=NN(c2ccccc2)C(=O)/C1=C\C=C\c1ccccc1	7.3µM*	11%	8%
CCOc1ccc(OCc2ccc(C(=O)NN)o2)cc1	-27%	1%	8%
O=C(c1cccc(S(=O)(=O)N2CCCCC2)c1)N1CCOCC1	0%	-1%	6%[2.35 µM]
COc1ccccc1CNS(=O)(=O)c1ccc(N2CCCC2)cc1Br	?	1%[56.1 µM]	.
COc1ccccc1/C=C/C=N/n1c(-c2ccccc2)n[nH]c1=S	21µM*	8%	.
Cc1ccc(C)c(Cn2cnc3c(cnn3-c3ccc(F)cc3)c2=O)c1	?	-3%	.
CCOC(=O)C1Cn2c(nc3c(c2=O)C2(CCCC2)Cc2ccccc2-3)S1 (stereo not drawn)	?	1%	20%
CCCCn1nnnc1NCc1ccc(C)cc1	-2%	.	-5%
CCCC(=O)Nc1ccc(NCc2ccc(C)s2)cc1	-16%	.	0%
COC(=O)C1=C(N)Oc2cc(C)n(Cc3cccnc3)c(=O)c2C1c1cccc(OC)c1OC (stereo not drawn)	-9%	5%	-3%
O=C(O)C1=C[C@@H](c2ccc(F)cc2)C[C@@H](OCCCCO)O1	-8%	2%	-5%
CC(C)c1ccc(N(C(=O)CNC(=O)c2ccco2)C(C(=O)NC2CCCC2)c2cccnc2)cc1 (stereo not drawn)	0%	6%	0%
N#CCN1C(=S)N=C(Nc2cccc(Cl)c2)C12CCCCC2	-28%	-1%	-7%
COc1ccc(-c2cc(C(=O)N3CCCCCC3)c3ccccc3n2)cc1	?	?	5%
COc1cc(NC(=O)COC(=O)Cc2ccsc2)cc(OC)c1	11%	0%	.
Cn1ccnc1SCC(=O)Nc1ccc2c(c1)OC(F)(F)O2	.	5%	11%
CCN(CCNC(=O)C1CCN(S(=O)(=O)c2cccc3cccnc23)CC1)c1ccccc1	?	-5%	19%
COC(=O)c1cccc2c1-c1ccccc1/C2=N/O	13µM*	12%	-4%
CCC1C(=O)NCCN1C(=O)c1ccc(OC)c(OC2CCN(C(C)=O)CC2)c1 (stereo not drawn)	1%	-3%	-11%
O=C(Cn1nc(CNc2ccc(Cl)cc2)[n+]2c1CCCCC2)c1ccccc1	8.2µM*	3%	-10%
COC(=O)c1ccc(NC(=O)CN2C(=O)NC3(CCC(C)CC3)C2=O)cc1 (stereo not drawn)	-30%	-4%	.
O=C(NCc1ccccc1)N1CCN(c2ccccc2F)CC1	?	3%	9%
COC1CCN(C(=O)C2CCC(=O)N(C3CCCCCC3)C2)CC1 (stereo not drawn)	16%	1%	4%
Later entries:
SMILES	TDP1 cell noCPT	TDP1 block	N370S GC mod
CCC1C(C#N)=C(SC)NC2=C1C(=O)CC(C)(C)C2 (stereo not drawn)	-24%	-2%	-6%[2.35 µM]
O=C(CN1C(=O)C2C3CC(C(Br)C3Br)C2C1=O)N1CCOCC1 (stereo not drawn)	-1%	5%	1%
CC1CCCCN1CCn1c(=S)[nH]c2ncccc2c1=O (stereo not drawn)	8%	4%	-7%
COc1cccc(-c2cc(C(=O)NCc3ccc(F)cc3)no2)c1	-2%	5%	.
Cc1ccc(C(=O)Nc2cccc(NC(=O)c3ccc(C)c([N+](=O)[O-])c3)n2)cc1[N+](=O)[O-]	16µM*	.	-7%
Cc1ccc(S(=O)(=O)N2CCN(Cc3cc(Br)ccc3O)CC2)cc1	?	0%[12.3 µM]	.
NC(=O)c1ccc(NC(=O)COC(=O)c2c[nH]c3ccccc23)cc1	-18%	-8%	-4%
CCOC(=O)c1ccc(NC(=O)CSc2nccn2Cc2ccc(OC)cc2)cc1	?	9%	.
CC(C)(Oc1ccc(Cl)cc1)C(=O)NC1CCCCC1	?	-13%	6%
O=C(/C=C/c1ccc(OC2CSC2)cc1)c1ccc(Cl)cc1	?	0%	15%
CC[C@@]1(C(=O)OC)N[C@H](CN(C)C(=O)Nc2ccc(F)cc2)[C@@H]2C(=O)N(Cc3ccccc3)C(=O)[C@@H]21	-23%	-1%	.
COCCN1CCn2c(nc3cc(NC(=O)Cn4nc(C)c5ccccc5c4=O)ccc32)C1	12%	.	0%
CCCCn1c(=O)[nH]c(=O)c2c1nc(COc1ccc(C#N)cc1)n2CCC	?	7%	10%
O=S(=O)(Nn1c(O)c(C=C2N=c3ccccc3=N2)sc1=S)c1ccccc1	?	6%	?
N=C1C(c2nc3ccccc3c(=O)[nH]2)=C(O)CN1CCO	-3%	3%	.
CCOc1ccc(CCNC(=O)CCCn2c(=O)c3cccn3c3cccnc32)cc1	?	0%	.
CC(C)C(C(=O)NCc1ccco1)N(CC1CCCO1)C(=O)CNS(=O)(=O)c1ccc(F)cc1 (stereo not drawn)	-6%	.	7%
CC1(C)CC(=O)c2sc(NC(=O)CN3CCCCC3)nc2C1	-18%	-4%	-11%
O=C(NCc1cccs1)C1CCC(CNS(=O)(=O)c2ccc(Br)s2)CC1 (stereo not drawn)	10%	-4%	5%
O=[N+]([O-])c1ccc(C2Oc3ccccc3C3CC(c4ccccc4)=NN32)s1 (stereo not drawn)	.	6%	-2%
Cc1nc(NC(=S)NC(=O)c2cncc(Br)c2)ccc1Br	?	3%	4%
CC(C)CNc1nc(N)c([N+](=O)[O-])c(N2CCCCCC2)n1	16µM*	.	?
Cc1nc(SCc2ccccc2)c([N+](=O)[O-])[nH]1	-12%	3%	3%
CCC(c1nnnn1C(C)(C)C)N1CCN(c2cc(Cl)ccc2C)CC1 (stereo not drawn)	16µM*	0%	9%
CC(=O)c1ccccc1NC(=O)CSc1nnc(Cc2csc(C)n2)o1	6%	1%	5%
O=C(Nc1ccc(OC(F)(F)F)cc1)C1CCCN(S(=O)(=O)c2cccc3nonc23)C1 (stereo not drawn)	-3%	5%	.
CCOc1ccccc1N=CC1=C(O)CC(c2ccccc2)CC1=O (stereo not drawn)	?	-4%	21%
Cc1ccc(C(=O)N/N=C\c2ccc(-c3ccc(Cl)c(Cl)c3)o2)cn1	?	-6%	8%
CN(C)c1ccc(-c2nc(-c3cc4cc(Cl)ccc4oc3=O)cs2)cc1	-15%	5%	.
CN(CC(=O)NC1CCCCCC1)S(=O)(=O)c1cnc[nH]1	-3%	2%	-4%
Cc1c(Br)ccc(NC(=O)COc2ccccc2C(N)=O)c1C	?	1%	11%
Cc1ccc(N2CCN(C(=O)C3CCN(c4ncnc5c4nc4n5CCCCC4)CC3)CC2)c(C)c1	?	0%	.
O=C1OC(c2ccc(F)cc2)=N/C1=C\C=C/c1ccccc1	3%	.	-8%
COc1ccc2cc(C)c3nnc(SCC(=O)Nc4nc(-c5ccccc5)cs4)n3c2c1	4.6µM*	2%	6%
CC1=CCC(C(=O)O)(C(=O)N/N=C/c2cccs2)C(c2ccc(F)cc2)C1 (stereo not drawn)	-3%	0%	17%
O=C1N(Cc2cccnc2)C[C@@H]2C[C@@H](c3ccc(C(F)(F)F)cc3)N3CCC[C@@]123	?	5%	-10%
COc1ccc(CCNC(=O)Cn2nnc(-c3ccc(C(F)(F)F)cc3)n2)cc1OC	-24%	5%	.
